Screening data from PubChem.
Rpn11 inh = Rpn11 (PSMD14) deubiquitinase inhibitors, primary screen, biochemical, fluorescence polarization, uHTS; 26S proteasome non-ATPase regulatory subunit 14 (Homo sapiens), O00487; human 26S proteasome, Ub4-pepOG fluorescence polarization; 20S core pre-blocked with epoxomicin; calls only at 20 µM; hit rate 0.59% among 360,000; AID 588493, 2011;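 active = inhibition at 20 µM, scaled to each plate's controls, above about 33%, limit read from the data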
CSN inh = inhibitors of CSN-mediated cullin deneddylation, primary screen, biochemical, fluorescence polarization, uHTS; Purified CSN, SCF-Nedd8-OG deneddylation; inhibition, % at 12.5 µM; hit rate 0.38% among 360,000; COP9 signalosome complex subunit 5 (Homo sapiens), Q92905;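 active = pattern-corrected inhibition above about 35%, with an unprinted fluorescence ratio check between 0.5 and 1.5, limit read from the data, passing the limit was not always enough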;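 also: 0% = enzyme with substrate and 100% = substrate without enzyme; some results filed as inactive read as strong as hits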
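Schedule: reaction 90 min, room temperature / Assay system: HEK293T-derived human Csn5 enzyme / Input: Csn5 at 0.24 nM final / Measure: inhibition of Csn5 cleavage, % / Control set: substrate-only high control, full reaction low control / Technique: fluorescence polarization of the substrate / Buffer or medium: Tris/NaCl/DTT buffer, pH 7.5 / Reagent: SCFSkp2-Nedd8OG substrate at 10 nM final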
MT1-MMP act inh = blockers of MT1-MMP proenzyme processing, primary screen, HT1080 RFP-PRO-GFP cells, GFP/RFP fluorescence; GFP/RFP ratio fluorescence, overnight; percent of plate control window, DMSO zero; GFP/RFP ratio change, % at 20 µM; hit rate 0.061% among 360,000; AID 651647, 2012;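 active = GFP/RFP ratio change of at least 30% with cell ATP level not reduced by more than half and red fluorescence within 50% of control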; also: strong numbers were not always called active
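Assay system: HT1080 cells carrying an RFP-PRO-GFP reporter | Dosing: Single dose of 20 µM compound, 1% DMSO final | Incubation: Cells overnight before dosing, compound overnight, 37 °C, 5% CO2 | Evaluation: GFP/RFP fluorescence ratio | Control set: DMSO and RFP-L50D-GFP cell wells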
PABP1 MLLE inh = inhibitors of PABP1 MLLE–PAM2 peptide binding, primary screen, biochemical, fluorescence polarization, FITC-PAM2, GST-MLLE. AID 588489, 2011. hit rate 0.36% among 360,000. Polyadenylate-binding protein 1 (Homo sapiens), P11940. inhibition, % at 20 µM; in the data active = inhibition above about 35%, passing the limit was not always enough;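 also: plate controls were DMSO wells with GST-MLLE for no effect and wells lacking GST-MLLE protein for full effect; some results filed as inactive read as strong as hits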
Rin1-Abl PPI inh = inhibitors of Rin1-Abl protein binding, primary screen, biochemical, TR-FRET; inhibition, % at 7.35 µM; hit rate 0.4% among 360,000; AID 588664, 2011; in the data active = inhibition above about 5%, passing the limit was not always enough
MsrA inh = bovine MsrA enzyme inhibitors, primary screen, biochemical, absorbance, HTS; Methionine sulfoxide reductase A (Bos taurus); purified bovine MsrA, absorbance read-out; inhibition, % at 15.5 µM; hit rate 0.75% among 360,000; in the data active = inhibition above about 4.5%;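 also: 0% = vehicle wells with enzyme and 100% = reference inhibitor wells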
eLon inh = inhibitors of E. coli Lon protease, primary screen, biochemical, fluorescence polarization; inhibition, % at 7.94 µM; purified E. coli Lon protease; hit rate 0.42% among 360,000; AID 602123, 2011; in the data active = inhibition above about 13%, passing the limit was not always enough;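 also: 0% = enzyme with probe and DMSO and 100% = no enzyme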
bovine MsrA act = bovine MsrA enzyme activators, primary screen, biochemical, absorbance, HTS; Methionine sulfoxide reductase A (Bos taurus); purified bovine MsrA, absorbance read-out; activation, % at 10.6 µM; hit rate 0.3% among 360,000; in the data active = activation above about 7.5%;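 also: 0% = vehicle and 100% = reference activator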
FAS TE block = FAS thioesterase domain inhibitors, primary screen, biochemical, fluorescence intensity, uHTS | Fatty acid synthase (Homo sapiens), P49327 | recombinant FAS-TE, OMFH fluorogenic substrate, fluorescence endpoint | inhibition, % at 15 µM | hit rate 0.67% among 360,000 | AID 602261, 2012;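 active = compounds whose normalised, plate-corrected inhibition of enzyme fluorescence in the single-dose primary screen is 50% or more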;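 also: 0% = DMSO with enzyme and 100% = substrate without enzyme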
Active calls of the source: *; i = inactive; . = not tested or not shown; + = active, no number.

SMILES	Rpn11 inh	CSN inh	MT1-MMP act inh	PABP1 MLLE inh	Rin1-Abl PPI inh	MsrA inh	eLon inh	bovine MsrA act	FAS TE block
CC(C)c1c(O)ccc2c1CC[C@H]1C(C)(C)CCC[C@]21C	i	-3	5	3	1	-0.5	0	-3	35
COc1ccc(C(=O)c2c3ccccc3[n+]([O-])n2Cc2ccc(C(N)=O)cc2)cc1	i	0	1	-20	0	0.0	-3	-4	-10
CCOc1ccccc1NC(=O)c1nnn(CC(=O)Nc2cc(C)cc(C)c2)c1N	i	0	1	-15	2	0.3	2	0	-2
Cc1cc(C(=O)Oc2ccccc2C(=O)O)c(C)o1	i	0	-1	-4	0	-0.8	-8	-11	-13
CCc1ccc([C@@H]2C[C@H]3[C@@H](CN2S(=O)(=O)c2ccc(C)cc2)C(=O)C[C@@H](c2ccccc2)N3S(=O)(=O)c2ccc(C)cc2)cc1	i	2	-2	8	-2	0.2	-7	-3	17
COC(=O)c1ccc(N(CC(=O)NC2CCCC2)C(=O)c2ccc(C)s2)cc1	i	-1	2	-4	3	-1.9	-8	-1	16
CCn1cc(C(=O)NCC(C)C)c(=O)c2cc(F)c(N3CCN(C)CC3)cc21	i	1	2	-3	0	-0.1	-4	1	-4
CCOc1ccc(-c2nnc(NC3=NCCCCC3)o2)cc1	i	-3	3	7	-1	0.5	-8	10*	-2
CC(=O)NCc1ccc(C(=O)COC(=O)COc2ccc(Cl)c(C)c2)s1	i	2	0	-6	7	1.3	1	-1	15
CCOc1nc(SC(C(C)=O)C(=O)Nc2ccccc2)nc(N(C)C)n1 (centres undefined)	i	0	6	24	-1	0.0	0	0	-2
CC(=O)Nc1ccc(S(=O)(=O)N2CC(=O)NC(=O)C2)cc1	i	0	1	1	1	-0.9	-5	-2	-6
CCCCN(CC)S(=O)(=O)c1ccc(C(=O)Nc2nnc(CSC)o2)cc1	i	-1	-4	10	-3	0.6	-9	-4	-1
CC(NC(=O)Cc1ccccc1)c1cc2c(cc1Br)OCCCO2 (centres undefined)	i	-10	3	-1	-1	0.8	-12	-5	-3
CC(C(=O)NCc1ccccc1)N1C(=O)C2CC=C(Cl)CC2C1=O (centres undefined)	i	-8	-3	10	1	-0.3	9	-4	-4
CCC(C)[C@H](NC(=O)[C@@H]1Cc2ccccc2CN1)C(=O)NCc1ccc(OC)cc1 (some centres undefined)	i	-2	1	-7	0	-0.5	1	-7	-1
COCc1cc([C@@H]2C[C@H]3CN(c4ccccc4)C(=O)[C@]34CCCN24)ccc1OC	i	4	-10	-21	-4	0.5	-4	-10	-8
C=CCn1c(SCC(=O)N2CCCC2=O)nc2sc(CC)cc2c1=O	i	-6	3	-14	2	0.0	-26	-3	2
CC(C)n1c(NCc2cc(Cl)ccc2O)nc2ccccc21	i	-5	2	1	3	0.3	2	-2	15
Cn1c(/C=C/N2CCOCC2)c(C(=O)c2ccc(Br)cc2)c(=O)n(C)c1=O	i	2	-1	2	-1	-0.3	-2	-10	-6
COCCn1c(SCC(=O)c2c(N)n(C3CC3)c(=O)[nH]c2=O)nnc1-c1cccc(C)c1	i	5	4	-4	3	0.4	-7	-6	-8
O=C1CSC(=S)N1/N=C/C=C/c1ccccc1	i	-2	2	19	-4	2.3	-11	-6	-5
CC(=O)Nc1ccc(CN(C)c2c(C)nc3ccc(C(=O)NCCc4ccccn4)cn23)cc1	i	-5	2	-11	1	0.7	-2	-5	-7
COc1ccc(CNC(=O)c2cccc3c(-c4cnn(C)c4)coc23)cc1OC	i	2	-4	-5	12*	-1.4	0	-1	-5
Cc1ccc(N2C(=O)CSC2c2cccnc2)cc1F (centres undefined)	i	0	-1	14	-1	1.2	2	-4	-5
CCOc1ccc(Cl)cc1S(=O)(=O)n1nnc2ccccc21	i	2	1	-30	1	0.0	0	-1	25
COc1cc(CN2CCN(c3ccccc3F)CC2)cc(OC)c1O	i	-1	-2	11	2	2.1	-12	-14	-3
Cc1ccccc1Nc1nnc(SCC(=O)NCC2CCCO2)s1 (centres undefined)	i	0	1	8	3	-1.2	6	0	-10
CC(C)(C)c1cc(C(F)(F)F)c(C#N)c(=O)[nH]1	+	-4	10	2	-4	3.1	-9	-3	-4
COc1ccc2c3n([n+]([O-])c2c1)CCN=C3c1cc(Cl)c(N)c(Cl)c1	i	-1	-11	-25	-5	2.0	-2	-3	-10
C=CCn1c(C(CCCC)CC(O)COCC(C)C)n[nH]c1=S (centres undefined)	i	6	-1	-14	0	-0.1	-5	-2	-6
O=S(=O)(CCc1ccccc1)CS(=O)(=O)CCc1ccccc1	i	-3	-1	11	2	-0.9	8	2	0
C[C@H]1COc2cc(N3CCC[C@H]3CO)ccc2S(=O)(=O)N1	.	4	4	.	.	-0.8	-4	-3	-14
Cc1c2cnn(CC(=O)Nc3c(F)c(F)cc(F)c3F)c(=O)c2c(C)n1Cc1ccccc1F	+	62*	1	-11	1	-0.6	-1	-3	-2
CCOc1ccc(N(CC(=O)NCc2ccc3c(c2)OCO3)C(=O)c2csnn2)cc1	i	0	2	20	-3	0.3	-6	0	0
CCc1cc(=O)oc2cc(OCC(=O)NCCN3CCOCC3)c(Cl)cc12	i	1	5	2	-6	1.3	3	-3	-4
C/C(=C\C(=O)OCC(=O)NCc1ccccc1)C(=O)OCC(=O)NCc1ccccc1	i	-12	-2	-5	2	-0.5	5	0	-12
CCn1cc(C(=O)NCC2CCCO2)c(=O)c2cc(S(=O)(=O)N3CCCCC3)ccc21 (centres undefined)	i	1	4	-2	0	1.7	-1	-6	-9
Cn1ccnc1C(O)c1cccc(OCc2ccccc2)c1 (centres undefined)	i	2	-3	-2	1	-0.2	-4	-2	-2
O=C(O)c1ccc(Cl)c(NCc2ccncc2)c1	i	1	-2	-9	-1	0.8	0	-4	-9
O=C(COC(=O)CSc1ccc(F)cc1)NCCCc1ccccc1	i	4	-1	5	-4	-1.9	-9	-3	-5
CCCCNC(=NCc1cccc(C(F)(F)F)c1)Nc1ccccc1	i	-1	-6	8	4	-0.9	2	-1	-8
CC(C)C[C@H]1CN([C@@H](Cc2ccc(O)cc2)CN2CCC[C@@H]2CN2C(=S)NC[C@@H]2Cc2ccccc2)C(=S)N1CC1CCCCCC1	i	3	-5	23	4	-0.7	-12	-2	-114
Oc1ccc(CNC2CCCCC2)cc1	i	-1	3	-2	0	-0.9	-4	-10	-9
COc1ccc(-c2cc(NC=O)c3ncc(-c4cccc(C(C)=O)c4)n3c2)cc1	i	14	-6	-50	-7	1.9	-48	-5	6
CCOc1cccc(CN(C)CC2CCCN(CCc3ccc(Cl)cc3)C2)c1O (centres undefined)	i	-1	10	3	0	-0.1	-1	-5	2

Exported with values under each structure: 7 of the compounds above
Every second line gives: Rpn11 inh	CSN inh	MT1-MMP act inh	PABP1 MLLE inh	Rin1-Abl PPI inh	MsrA inh	eLon inh	bovine MsrA act	FAS TE block
O=S(=O)(CCc1ccccc1)CS(=O)(=O)CCc1ccccc1
→ i	-3	-1	11	2	-0.9	8	2	0
CCc1cc(=O)oc2cc(OCC(=O)NCCN3CCOCC3)c(Cl)cc12
→ i	1	5	2	-6	1.3	3	-3	-4
CC(C)C[C@H]1CN([C@@H](Cc2ccc(O)cc2)CN2CCC[C@@H]2CN2C(=S)NC[C@@H]2Cc2ccccc2)C(=S)N1CC1CCCCCC1
→ i	3	-5	23	4	-0.7	-12	-2	-114
CCCCNC(=NCc1cccc(C(F)(F)F)c1)Nc1ccccc1
→ i	-1	-6	8	4	-0.9	2	-1	-8
Cc1c2cnn(CC(=O)Nc3c(F)c(F)cc(F)c3F)c(=O)c2c(C)n1Cc1ccccc1F
→ +	62*	1	-11	1	-0.6	-1	-3	-2
COc1ccc(-c2cc(NC=O)c3ncc(-c4cccc(C(C)=O)c4)n3c2)cc1
→ i	14	-6	-50	-7	1.9	-48	-5	6
O=C(COC(=O)CSc1ccc(F)cc1)NCCCc1ccccc1
→ i	4	-1	5	-4	-1.9	-9	-3	-5

Going on with the list.
SMILES	Rpn11 inh	CSN inh	MT1-MMP act inh	PABP1 MLLE inh	Rin1-Abl PPI inh	MsrA inh	eLon inh	bovine MsrA act	FAS TE block
COc1ccc(-c2nc3ccccc3c(=O)n2CCCn2ccnc2)cc1	i	1	-12	-16	0	-0.6	-5	-4	-4
CCOc1cc(N2CCOCC2)c(OCC)cc1NC(=O)c1cc(S(=O)(=O)N2CCOCC2)ccc1F	i	-6	-1	-1	2	1.8	-9	0	11
O=[N+]([O-])/C=C/c1cn(Cc2ccc(F)cc2)c2ccccc12	i	-3	-9	-21	1	1.3	-11	-14	-38
O=C(CCC(=O)c1cccs1)OCC(=O)c1ccc(F)cc1	i	2	3	-7	3	-0.4	0	-1	2
CC(O)CNc1nc2ccccc2n1CC(=O)NCCc1ccc(Cl)cc1 (centres undefined)	i	1	-3	-6	0	-0.8	4	1	-1
CCc1ccc(C(=O)NC(CCSC)C(=O)OC)cc1 (centres undefined)	i	1	1	9	-4	0.5	5	-1	-6
Cc1cccc(C)c1OCC(=O)Nc1nnc(C2CCCO2)s1 (centres undefined)	i	-2	-6	-3	-2	0.3	-6	-11	-11
Cc1nc2ccccc2n1S(=O)(=O)c1ccc(Br)cc1	i	-1	4	-9	0	0.2	14	3	-11
Cc1ccc(/C=N/NC(=O)C2=NNC(c3ccccc3)(c3ccccc3)C2)c(O)c1	i	5	5	17	-1	1.0	-10	-5	24
Cc1nn(-c2ccccc2)c(N2CCCC2)c1/C=N/NC(=S)Nc1ccccc1F	i	2	-2	20	2	-0.8	-10	4	6
CCOc1ccccc1NC(=O)c1cccc2ccccc12	i	4	-1	-2	-2	-1.2	-1	-2	15
